Screening results (PubChem BioAssay)
CDK5 p35 inh: blocks human CDK5/p35 kinase activity; Recombinant CDK5/p35, ADP-Glo luminescence, 60 min; Q00535+Q15078; inhibition, % at 10 µM; AID 488839; actives 0.01% (n = 330,000);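 active = highest replicate inhibition of at least 50% and at least 75% of replicates reaching 50%; inconclusive = only one of the two criteria met; inactive = both criteria failed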;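 also: plate controls were DMSO neutral control for no effect and GW8510 at 10 µM for full effect; many of its hits are not listed in these tables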
Target sequence (Q00535 whole entry, looked up): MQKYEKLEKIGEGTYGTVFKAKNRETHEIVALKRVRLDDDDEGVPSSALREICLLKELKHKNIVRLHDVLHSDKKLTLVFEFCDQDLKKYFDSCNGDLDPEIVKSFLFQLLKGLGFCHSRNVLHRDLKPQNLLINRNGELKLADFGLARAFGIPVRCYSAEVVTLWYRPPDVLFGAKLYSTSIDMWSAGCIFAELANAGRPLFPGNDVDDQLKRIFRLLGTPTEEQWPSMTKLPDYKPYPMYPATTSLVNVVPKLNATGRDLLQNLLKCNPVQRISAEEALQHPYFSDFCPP
Target sequence (Q15078 whole entry, looked up): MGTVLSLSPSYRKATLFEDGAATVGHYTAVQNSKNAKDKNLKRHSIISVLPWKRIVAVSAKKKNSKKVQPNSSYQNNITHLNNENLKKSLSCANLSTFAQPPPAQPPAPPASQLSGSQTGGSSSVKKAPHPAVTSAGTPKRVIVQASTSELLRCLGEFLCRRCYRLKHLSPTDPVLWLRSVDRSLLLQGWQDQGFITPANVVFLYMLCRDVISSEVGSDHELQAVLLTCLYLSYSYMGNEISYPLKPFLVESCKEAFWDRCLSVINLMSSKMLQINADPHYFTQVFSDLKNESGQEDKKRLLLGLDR
HTR5A inv ag: inverse agonist of human HTR5A in OPRM1-OPRD1 counter-screen | P47898 | HTR5A cell line, luminescence, inverse agonism | inhibition, % at 9.3 µM | actives 0.083% (n = 340,000); in the data active = inhibition mostly above about 23%, no sharp cut-off; inactive = mostly below about 18%;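 also: 0% = cells with DMSO and 100% = no-cell wells with DMSO; some compounds called inactive have numbers as strong as hits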
V-ATPase pH: yeast V-ATPase proton transport regulation by pHLuorin; S. cerevisiae, pHLuorin cytosolic pH fluorescence; response, % at 10 µM; actives 0.37% (n = 350,000); AID 504577; in the data active = response mostly above about 7.3%, no sharp cut-off; inactive = mostly below about 5.4%; also: actives read high; inactives centre near 0; some compounds called inactive have numbers as strong as hits; reference of the scale not given here
MITF TRPM1 HTS: increases MITF-driven TRPM1 promoter luciferase signal | activation, % at 12.5 µM | actives 0.75% (n = 300,000) | SK-MEL-5 TRPM1-promoter luciferase, 24 h; % of positive control, neutral wells = 0;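 active = mean activation of at least 80% with every replicate also reaching 80%; inconclusive = mean reaches 80% but some replicate falls short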;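 also: 0% = neutral control wells and 100% = parthenolide positive control wells; values of inactives mirror those of a sister screen read the other way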
Wnt bcat act: Wnt/beta-catenin pathway activation; Wnt/beta-catenin reporter cell assay, activator, plate reader; activation, % at 9.35 µM; actives 1.2% (n = 300,000); in the data active = activation above about 30%, passing the limit was not always enough; inconclusive = no clear call, values can overlap the other calls;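 also: 0% = neutral control wells and 100% = positive control wells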
SR-BI HDL uptake: inhibitors of mouse SR-BI mediated HDL lipid uptake. ldlA[mSR-BI] CHO cells, DiI-HDL uptake fluorescence, 3 h. inhibition, % at 12.5 µM. actives 0.96% (n = 320,000). AID 488896;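 active = mean replicate inhibition of at least 70% and a set share of replicates each scoring 70 or more; inconclusive = meets just one of the two criteria; inactive = fails both criteria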;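 also: 0% = median of neutral control wells and 100% = median of positive control wells; values of inactives mirror those of a sister screen read the other way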
NSD2 inh: blocks human histone methyltransferase NSD2. actives 0.54% (n = 310,000). inhibition, % at 12.5 µM. NSD2 peptide methylation, AlphaScreen, 120 min. O96028; in the data active = inhibition above about 50%
PvdQ acylase: blocks Pseudomonas aeruginosa PvdQ acylase activity; purified PvdQ acylase, fluorescence plate reader; inhibition, % at 10 µM; actives 0.063% (n = 340,000); in the data active = inhibition above about 30%, passing the limit was not always enough; inconclusive = no clear call, values can overlap the other calls;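 also: 0% = vehicle neutral wells and 100% = reference inhibitor wells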
HTR5A ag: HTR5A agonism, opioid heterodimer counter-screen; HTR5A agonist assay, luminescence, cell-based; activation, % at 9.3 µM; actives 0.61% (n = 340,000); AID 504692; in the data active = activation mostly above about 9.5%, no sharp cut-off; inactive = mostly below about 7.6%;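 also: 0% = cells with vehicle only and 100% = reference agonist; strong numbers were not always called active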
dFosB act: mouse delta FosB homodimer activation; P13346; purified delta FosB, TAMRA-CDK5 oligo fluorescence polarization; percent of positive-control signal above neutral wells; activation, % at 25 µM; actives 0.99% (n = 340,000); AID 493131;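 active = mean activation above about 17%, with every replicate also reaching it, limit read from the data, passing the limit was not always enough; inconclusive = only one of the two conditions met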;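 also: fluorescence polarization rise as delta FosB binds a TAMRA Cdk5 AP-1 oligo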
Target sequence (P13346 whole entry, looked up): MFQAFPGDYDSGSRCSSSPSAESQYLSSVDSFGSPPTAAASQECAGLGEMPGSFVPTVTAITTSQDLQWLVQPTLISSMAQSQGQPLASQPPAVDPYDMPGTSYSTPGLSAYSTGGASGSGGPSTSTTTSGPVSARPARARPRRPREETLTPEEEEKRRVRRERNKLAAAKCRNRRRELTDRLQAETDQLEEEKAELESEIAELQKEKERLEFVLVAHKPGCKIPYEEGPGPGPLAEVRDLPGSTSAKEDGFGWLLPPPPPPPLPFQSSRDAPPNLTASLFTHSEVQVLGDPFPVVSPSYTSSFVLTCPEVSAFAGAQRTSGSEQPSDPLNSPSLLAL
Numbers without * were called inactive; u = inconclusive; x = not tested or not shown; & = joins results of further samples.

SMILES | CDK5 p35 inh | HTR5A inv ag | V-ATPase pH | MITF TRPM1 HTS | Wnt bcat act | SR-BI HDL uptake | NSD2 inh | PvdQ acylase | HTR5A ag | dFosB act
COc1ccc(C2C(C(N)=O)=C(C)Nc3nc(-c4cccc(Cl)c4)nn32)cc1OC (centres undefined) | -1.3 | 2 | -3 | x | x | 3 | 3 | 3 | 1 | -6
CS(=O)(=O)Nc1nnc(SCC(=O)Nc2cccc([N+](=O)[O-])c2)s1 | -1.7 | -9 | 7 | 0 | 4 | -14 | x | -15 | 4 | 3
Clc1ccc2nc3ccccn3c2c1 | 2.7 | -7 | -1 | 13 | 3 | 11 | 2 | -17 | 2 | -3
CCc1ccc(OCc2nnc(SCC(=O)N3CCOCC3)o2)cc1 | -1.4 | 19 | 0 | -9 | -2 | -16 | 22 | -7 | -7 | 0
COC(=O)[C@H](CC(C)C)N1Cc2cc(OC)cc(OC)c2-c2ccccc2S1(=O)=O | 0.3 | 1 | 4 | -9 | -2 | 21 | x | -17 | 0 | -11
COc1ccc([N+](=O)[O-])cc1N(CC(=O)Nc1ccccc1C(=O)N1CCOCC1)S(C)(=O)=O | -2.0 | -7 | -2 | -5 | 1 | -31 | x | -2 | 1 | 6
COc1ccc(OCC(=O)Nc2ccc(S(=O)(=O)Nc3nc(C)cc(C)n3)cc2)cc1 | -2.0 | 0 | -1 | -6 | -1 | -26 | -2 | -16 | 0 | -4
COc1ccc([C@H]2CC(=O)C=C(c3ccc(C(F)(F)F)c(C(F)(F)F)c3)C2)cc1OC | 0.8 | 4 | 2 | 1 | -1 | -11 | x | -14 | 1 | -9
CCOC(=O)c1cnc2c([N+](=O)[O-])cnn2c1C | 0.4 | -14 | -1 | 1 | 7 | -23 | x | 8 | 5 | -4
Cc1noc(C)c1C(=O)NCc1ccco1 | 1.0 | 25 | 2 | -6 | x | 3 | 0 | -15 | -4 | -1
CCOC(=O)C1CN(S(=O)(=O)c2ccc(OC)cc2)c2cc(CC(=O)OC)ccc2O1 (centres undefined) | -0.9 | -3 | -3 | 4 | 0 | -13 | 1 | 6 | 4 | -15
O=C(Nc1ccccc1N1CCOCC1)C1CCN(S(=O)(=O)c2ccc(Cl)cc2)CC1 | -3.3 | -4 | -4 | 9 | 21 | x | 0 | -3 | 3 | 0

Fetched by compound from above (two):
SMILES | CDK5 p35 inh | HTR5A inv ag | V-ATPase pH | MITF TRPM1 HTS | Wnt bcat act | SR-BI HDL uptake | NSD2 inh | PvdQ acylase | HTR5A ag | dFosB act
CCOC(=O)C1CN(S(=O)(=O)c2ccc(OC)cc2)c2cc(CC(=O)OC)ccc2O1 (centres undefined) | -0.9 | -3 | -3 | 4 | 0 | -13 | 1 | 6 | 4 | -15
COc1ccc(OCC(=O)Nc2ccc(S(=O)(=O)Nc3nc(C)cc(C)n3)cc2)cc1 | -2.0 | 0 | -1 | -6 | -1 | -26 | -2 | -16 | 0 | -4

(continued)
SMILES | CDK5 p35 inh | HTR5A inv ag | V-ATPase pH | MITF TRPM1 HTS | Wnt bcat act | SR-BI HDL uptake | NSD2 inh | PvdQ acylase | HTR5A ag | dFosB act
CC(=O)Nc1ccc(S(=O)(=O)NCC2CCC(C(=O)NCCc3ccccc3)CC2)cc1 (centres undefined) | 1.1 | -6 | 2 | -5 | 1 | -8 | -4 | -4 | 7 | 4
CCOC(=O)N1CCN(C(=O)CN(C2CCCCC2)S(=O)(=O)c2ccc(Cl)cc2)CC1 | 0.1 | -27 | x | -3 | 0 | 36 | -2 | -17 | 0 | -10
O=C(c1ccsc1)N1CCCC(N2CCN(c3cccc(C(F)(F)F)c3)CC2)C1 (centres undefined) | 1.5 | 7 | 2 | 6 | 0 | 17 | 5 | -15 | -1 | -4
O=C(Nc1ccc(Cl)cc1)NC1CCCCC1 | -0.3 | 7 | 5 | u | 66* | -6 | -5 | -8 | 6 | 5
O=C(c1ccc([N+](=O)[O-])o1)N1CCc2ccccc21 | -1.6 | -5 | 5 | -15 | -1 | 0 | -2 | 1 | -7 | 1
CCC(CC)C(=O)NCCc1cc2c(OC)ccc(OC)c2[nH]c1=O | -1.3 | -5 | 3 | 2 | x | 12 | x | 2 | 2 | -4
Cc1ccnc(NC(=O)C2CC(=O)N(c3ccc4c(c3)OCCO4)C2)c1 (centres undefined) | 4.3 | 13 | 0 | 99* | 46* | -4 | 7 | 2 | 2 | -5
CN(c1ccccc1)S(=O)(=O)c1cc(C(=O)N2CCN(c3ccccn3)CC2)ccc1Cl | -0.9 | 9 | 6 | -13 | x | 20 | 1 | 0 | -3 | -2
CCN1CCN(C(=S)NC(=O)c2cccc(Br)c2)CC1 | -2.3 | -4 | -6 | -6 | 0 | -11 | 5 | -4 | 2 | -6
Cc1cccc(N(C(=O)CNC(=O)c2cccs2)C(C(=O)NC2CCCC2)c2cccnc2)c1 (centres undefined) | 4.1 | -8 | 3 | -11 | x | -10 | 1 | 10 | 3 | -4
CC(C)[C@H](NC(=O)c1ccccc1F)C(=O)OCCN1C(=O)c2ccccc2C1=O | 4.1 | 5 | -5 | -7 | -3 | -5 | 1 | 4 | -1 | -5
COC(=O)Nc1ccc(S(=O)(=O)Nc2cnc3ccccc3n2)cc1 | -0.1 | 10 | 0 | 0 | -1 | 1 | 5 | -5 | -4 | -3
CCOc1ccc(NC(=O)CSc2nnnn2C2CC2)cc1S(=O)(=O)N1CCCC1 | 0.5 | 17 | 3 | -8 | -1 | -8 | 3 | -2 | -7 | -3
COc1ccc(NC(=O)c2ccco2)cc1NC(=O)c1ccccc1[N+](=O)[O-] | -0.2 | -22 | 0 | -3 | -2 | 33 | 21 | 12 | 9 | -6
Cc1noc(C)c1CS(=O)(=O)Cc1ccc(Cl)cc1 | -1.6 | x | 4 | -5 | -1 | -6 | 3 | -14 | x | 6
COC(=O)c1ccccc1Nc1ccccc1 | -4.0 | 15 | 0 | 1 | -2 | 17 | 1 | -10 | 4 | 8
O=C(c1ccc2c(c1)OCO2)N1CCC(Cc2ccccc2)CC1 | -0.1 | 5 | -1 | -7 | 12 | 12 | 0 | -4 | 3 | 2
CCCCn1c(=NC(=O)c2cccnc2)c(C#N)cc2c(=O)n3cccc(C)c3nc21 | 1.8 | -4 | 0 | x | -2 | -41 | -1 | -5 | 1 | -14
COc1cc(OC)cc(C(=O)NCC(=O)NC(C)CCc2ccccc2)c1 (centres undefined) | 0.0 | 3 | 1 | -15 | -1 | x | -4 | 5 | -1 | -4
CCCn1c(C)nc2cc(Cl)c(N3CCN(c4nc(-c5ccc(C)cc5)cs4)CC3)cc21 | -1.2 | -16 | 2 | -13 | -13 | u | x | -10 | 6 | -1
FC(F)(F)c1nc(SCc2ccccc2)n[nH]1 | -4.1 | -8 | 1 | x | 3 | -10 | -1 | -5 | -3 | 3
CN(C)/C=N/C(=S)Nc1cc(Cl)cc(Cl)c1 | 1.2 | -8 | -3 | -16 | 10 | 16 | -2 | -17 | 3 | 4
Cc1ccc(S(=O)(=O)N/N=C\c2ccc3c(c2)OCO3)cc1 | 2.0 | -17 | -2 | 21 | 1 | x | -1 | -1 | 6 | -6
O=C(c1ccc(S(=O)(=O)N2CCCC2)cc1)N1CCN(S(=O)(=O)c2cccc(F)c2)CC1 | 0.1 | -1 | 1 | -1 | 0 | -3 | 0 | -16 | 0 | 2
Cc1[nH]c(C)c(S(=O)(=O)N2CCCCC2)c1C(=O)N1CCCCC1 | -1.9 | -10 | 1 | -8 | 3 | -26 | -1 | -19 | 3 | -2
CN(C)c1ccc(N=Nc2ccc3ncccc3c2)cc1 | -2.2 | 11 | -1 | 15 | 3 | 26 | 0 | -3 | -3 | -18
O=C(CCn1c(=S)oc2ccccc21)N1CCCCC1 | -0.5 | 1 | 1 | -3 | -3 | -18 | -1 | -15 | -4 | 7
COCCCNC(=O)c1cc2c(=O)n3cccc(C)c3nc2n(C(C)C)c1=N | -0.1 | 0 | -151 | 5 | -4&-1 | -4 | 2 | -49 | -2 | 2
CC1CCCC(NC(=O)C2CCC(CNc3c(N4CCCCC4)c(=O)c3=O)CC2)C1C (centres undefined) | -4.8 | -23 | 1 | -14 | -1 | x | 0 | -6 | 2 | -6
COc1ccnc(Oc2ccc(Cl)cc2)c1C#N | -0.9 | -16 | -1 | 12 | 1 | -3 | -1 | -7 | 6 | -1
Cc1ccc(/C=C/C(=O)N2CC(=O)Nc3ccccc32)o1 | 0.4 | 13 | 2 | -9 | 1 | 12 | 12 | -1 | -5 | -7
CC1CCCN(C(=O)CN2C(=O)C(C)Oc3ccccc32)C1 (centres undefined) | 0.2 | -18 | -1 | 2 | -2 | -6 | 0 | 0 | 7 | 4
O=C(NC12CCC(O)C(SC1)/C2=N/O)c1ccccc1 (centres undefined) | 0.2 | 14 | 1 | 6 | 0 | 8 | 0 | -8 | -5 | 5
O=C(c1ccc(Cl)cc1)C1CCCN(Cc2cccn2-c2ccccn2)C1 (centres undefined) | 1.1 | -3 | 5 | 2 | 6 | -4 | 1 | -14 | 1 | -15
CCOC(=O)c1cc2c(ccc3ccccc32)oc1=O | -0.7 | 11 | 1 | -2 | 5 | -11 | -6 | -4 | -1 | 4
CC(C)(C)CC(=O)Nc1ccc(Nc2ccccc2)cc1 | -0.6 | 11 | 0 | 60 | 18 | 8 | -6 | 3 | -2 | -1
COc1cccc(-c2cc(C(F)(F)F)nc(N3CCN(c4ccccc4)CC3)n2)c1 | -1.1 | -42 | -3 | x | -3 | 45 | 5 | -8 | 16 | -13
CN(C)C1(CNC(=O)C2CCN(S(=O)(=O)c3ccccc3C(F)(F)F)CC2)CCCCC1 | 0.1 | -22 | 0 | 4 | -3 | -24 | -3 | -8 | 0 | -7
Cc1c(Cl)cnc(NC(=O)COC(=O)c2cccs2)c1Cl | -5.7 | 4 | -3 | -1 | 0 | -13 | 1 | -8 | 4 | -10
CCCn1c(SCC(=O)Nc2cccc(S(=O)(=O)NC3=NCCCCC3)c2)nc2ccccc2c1=O | 0.2 | x | -1 | -14 | x | 10 | 0 | 3 | x | -4
O=C(CN1C(=O)NC2(CCc3ccccc32)C1=O)Nc1cccc(F)c1 (centres undefined) | 0.3 | -11 | 0 | 5 | -3 | -16 | -1 | 9 | 4 | -6
O=C(c1cc2sccc2n1Cc1ccccc1)N1CCc2ccccc21 | -1.7 | -5 | -4 | -6 | x | -5 | 0 | -11 | -5 | -9
Cc1ccc(/C=N/c2sc3c(c2C(N)=O)CCCC3)o1 | 0.4 | -6 | 0 | 24 | 6 | -3 | 9 | -15 | 2 | 0
Cc1ccc(OC(C)C(=O)N2CCc3ccccc32)cc1 (centres undefined) | 0.4 | -21 | -1 | 5 | 0 | x | x | 6 | 8 | -2
COc1ccc(-n2c(Cc3cc(=O)[nH]c(=O)[nH]3)nnc2SCc2ccccc2)cc1 | 0.0 | -1 | -1 | -10 | 0 | -14 | x | 2 | 0 | -1
COc1ccc(NC(=O)COn2nnc3ccc(Cl)cc32)cc1OC | 0.6 | 2 | -2 | -6 | -2 | 34 | 1 | 0 | 0 | -7
S=c1[nH]nc(-c2ccn[nH]2)n1-c1ccccc1Cl | 1.4 | -1 | -3 | 1 | 15 | -14 | -3 | 11 | -1 | -4
Cc1ccc(S(=O)(=O)NC(=NCC(=O)O)c2ccc(F)cc2)cc1 | -2.2 | -7 | -2 | 0 | -5 | -15 | 1 | -11 | 0 | 6
